KB-V1 cytotox: qHTS assay for MDR1-selective chemotherapeutics: Primary screen using the drug-selected MDR subline cells KB-V1 | 3.4% of 400,000 active | KB-V1 MDR cells viability, CellTiter-Glo, 72 h | AID 1347076, 2019 | Potency, µM (top dose mostly 46.1 µM), without a hit: at the highest dose activity change, negative = cytotoxicity, usual class: cytotoxic; note: potency is the fitted concentration of half-maximal effect; % is set by controls: 0 for no effect and ±100 for the full control effect; nearly all actives have a fitted effect of over 60% in size
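Drug-selected KB-V1 cells, grown in DMEM lacking phenol red with 10% FBS, receive compound titrations; after three days at 37 degrees C, surviving cell ATP is quantified by CellTiter-Glo luminescence and responses normalized and curve-fitted.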
WRN helicase inh: qHTS for Inhibitors of WRN Helicase. Potency, µM (top dose mostly 114 µM), without a hit: top-dose activity change, negative = inhibition, hits mostly inhibitors. WRN helicase unwinding, fluorescent forked duplex, kinetic. 0.46% of 360,000 active. Bifunctional 3'-5' exonuclease/ATP-dependent helicase WRN (Homo sapiens), Q14191; note: potency is the fitted concentration of half-maximal effect; % is set by controls: 0 for no effect and ±100 for the full control effect; nearly all actives have a fitted effect of over 55% in size
Target sequence (Q14191 whole entry, looked up): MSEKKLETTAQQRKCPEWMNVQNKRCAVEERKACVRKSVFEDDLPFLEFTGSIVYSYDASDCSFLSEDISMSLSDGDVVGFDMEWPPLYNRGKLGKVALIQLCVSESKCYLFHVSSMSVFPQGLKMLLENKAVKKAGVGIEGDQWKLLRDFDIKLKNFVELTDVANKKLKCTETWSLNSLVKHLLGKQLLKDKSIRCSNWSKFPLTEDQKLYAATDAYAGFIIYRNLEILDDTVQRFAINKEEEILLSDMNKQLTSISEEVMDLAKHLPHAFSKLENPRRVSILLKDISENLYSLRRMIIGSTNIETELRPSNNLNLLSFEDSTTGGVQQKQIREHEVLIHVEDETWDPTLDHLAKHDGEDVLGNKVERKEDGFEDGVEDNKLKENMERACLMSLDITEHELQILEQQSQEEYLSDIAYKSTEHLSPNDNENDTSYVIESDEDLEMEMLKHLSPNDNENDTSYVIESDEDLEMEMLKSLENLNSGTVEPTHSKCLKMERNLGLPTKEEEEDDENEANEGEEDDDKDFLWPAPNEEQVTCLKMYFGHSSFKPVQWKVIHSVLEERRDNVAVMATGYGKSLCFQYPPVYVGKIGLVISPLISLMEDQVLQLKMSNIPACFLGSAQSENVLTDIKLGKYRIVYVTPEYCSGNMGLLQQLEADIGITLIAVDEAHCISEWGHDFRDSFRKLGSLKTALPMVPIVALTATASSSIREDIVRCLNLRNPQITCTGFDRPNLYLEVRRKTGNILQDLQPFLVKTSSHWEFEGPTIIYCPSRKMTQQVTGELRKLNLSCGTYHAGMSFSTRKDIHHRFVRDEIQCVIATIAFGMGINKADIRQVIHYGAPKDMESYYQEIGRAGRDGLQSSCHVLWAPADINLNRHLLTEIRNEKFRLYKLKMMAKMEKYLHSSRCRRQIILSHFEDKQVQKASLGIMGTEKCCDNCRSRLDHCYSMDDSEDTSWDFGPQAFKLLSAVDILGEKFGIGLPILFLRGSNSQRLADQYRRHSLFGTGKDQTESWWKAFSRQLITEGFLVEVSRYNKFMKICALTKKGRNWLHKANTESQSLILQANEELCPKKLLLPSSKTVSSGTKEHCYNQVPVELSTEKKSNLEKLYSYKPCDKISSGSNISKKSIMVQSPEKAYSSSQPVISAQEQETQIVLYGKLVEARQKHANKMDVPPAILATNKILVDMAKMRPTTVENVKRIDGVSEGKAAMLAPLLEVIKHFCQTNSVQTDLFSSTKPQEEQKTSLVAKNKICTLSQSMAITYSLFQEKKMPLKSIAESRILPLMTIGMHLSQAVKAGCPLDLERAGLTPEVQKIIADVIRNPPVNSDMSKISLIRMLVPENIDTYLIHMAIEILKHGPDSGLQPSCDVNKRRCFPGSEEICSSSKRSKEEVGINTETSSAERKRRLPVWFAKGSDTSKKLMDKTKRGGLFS
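Screening of the MLSMR collection measured strand separation of a quenched forked DNA duplex (100 nM) by 20 nM WRN with 2 mM ATP, all final. Compounds were preincubated with enzyme 15 min at room temperature.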
SW480 rerep: A quantitative high throughput screen for small molecules that induce DNA re-replication in SW480 colon adenocarcinoma cells. SW480 DNA re-replication, Hoechst DNA content imaging, 48 h. Potency, µM (top dose mostly 46.1 µM), for the others: at the top dose re-replication activation, usual class: activators. 1.8% of 340,000 active; note: potency is the fitted concentration of half-maximal effect; % of control where 0% means no effect; nearly all actives have a fitted effect of over 55% in size
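SW480 cells exposed to compounds for 48 hr at 37 C, 5% CO2, then Hoechst-stained 40 min. Nuclear DNA content imaged by fluorescence scanning (405 nm excitation, 500-530 nm emission); re-replication scored as increased high-intensity nuclei.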
HT1080NT lethal: qHTS for induction of synthetic lethality in tumor cells producing 2HG: qHTS for the HT-1080-NT fibrosarcoma cell line; HT-1080-NT fibrosarcoma viability, CellTiter-Glo ATP luminescence, 48 h; Potency, µM (series often up to 46.1 µM), for the others: at the top dose activity, negative = less viability, most hits filed as cytotoxic; 1.6% of 360,000 active; AID 686970, 2013;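 note: NT is the 2HG producing partner of a matched IDH1 knockdown line; potency is the fitted concentration of half-maximal effect; 0% = DMSO-treated cells and -100% = media-only wells without cells; nearly all actives have a fitted effect of over 55% in size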
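Fibrosarcoma NT cells, 750 per well in 5% FBS RPMI, were exposed to compound for 48 hours. Viability: CellTiter-Glo luminescence.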
KB-3-1 tox: qHTS assay for MDR1-selective chemotherapeutics: Primary screen using the parental adenocarcinoma cell KB-3-1. KB-3-1 viability, CellTiter-Glo ATP luminescence, 72 h. Potency, µM (top dose mostly 46.1 µM), for the others: at the highest dose activity change, negative = cytotoxic, most hits filed as cytotoxic. 1.4% of 400,000 active. AID 1347075, 2019; note: potency is the fitted concentration of half-maximal effect; % is set by controls: 0 for no effect and ±100 for the full control effect; nearly all actives have a fitted effect of over 60% in size
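72 h, 37 °C compound treatment of KB-3-1 parental cells; CellTiter-Glo added, 10 min, luminescence read. Data corrected against DMSO-only plates and normalized before curve fitting.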
IL1B secr inh: qHTS for Inhibitors of Inflammasome Signaling: IL-1-beta AlphaLISA Primary Screen | THP-1 LPS/ATP IL-1B secretion, AlphaLISA, 16 h; active compounds read low | activity change, % at 57.5 µM | 4.7% of 360,000 active | AID 743279, 2014; in the data active = activity change below about -50%; inconclusive = mostly about -30% to -49%; note: % is set by controls: 0 for no effect and ±100 for the full control effect
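THP-1 cells pretreated 1 hr with compounds (up to 57.5 uM final), then stimulated with LPS (250 ng/mL final) plus ATP (1.25 mM final); secreted IL-1B measured by AlphaLISA after 16 hr, decreased signal indicating inhibition.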
HT1080 IDH1KD tx: qHTS for induction of synthetic lethality in tumor cells producing 2HG: qHTS for the HT-1080-IDH1KD cell line. HT-1080 IDH1 knockdown viability, ATP luminescence, 48 h. Potency, µM (doses to about 46.1 µM), for the others: top-dose activity, negative = toxicity, hits mostly cytotoxic. 2% of 360,000 active;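 note: potency is the fitted concentration of half-maximal effect; 0% = DMSO wells and -100% = cell-free medium wells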
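Cytotoxicity counter-line: IDH1KD HT-1080, 48 h, CellTiter-Glo. Curves classed by r2, magnitude and activity.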
MCF10A rereplic: A quantitative high throughput screen for small molecules that induce DNA re-replication in MCF 10a normal breast cells; MCF 10A DNA re-replication, Hoechst nuclear intensity, 48 h; Potency, µM (highest dose often 46.1 µM), without a hit: at the top dose activity, positive = re-replication, usual class: activators; 2.9% of 350,000 active; AID 624296, 2012; note: potency is the fitted concentration of half-maximal effect; % of control where 0% means no effect; nearly all actives have a fitted effect of over 50% in size
ATXN2 expr inh: Primary qHTS for Inhibitors of ATXN expression; 0.72% of 360,000 active; HEK-293 ATXN2-luciferase reporter, luminescence, 24 h; AID 1745845, 2022; Potency, µM (titrated, usually from 57 µM), for the others: top-dose activity change, negative = inhibition, actives largely listed as inhibitors; note: potency is the fitted concentration of half-maximal effect; % is set by controls: 0 for no effect and ±100 for the full control effect; nearly all actives have a fitted effect of over 55% in size
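qHTS (up to 57 uM final) was run with 24 h compound exposure of reporter cells at 37 °C. Each well was multiplexed: SteadyGlo luminescence measured ATXN2-luciferase expression after a fluorogenic Gly-Phe-AFC viability readout (25 uM final).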
Starred values were filed as active, the others as inactive; ? = inconclusive; . = not tested or not shown; & = joins results of further samples; [ ] = dose if it differs, or a comment. Unless noted, calls come from the whole dose curve; as a rule, active = well fitted curve in the direction sought with a large enough effect; inconclusive = small, poorly fitted or top-dose-only effect, or another doubt; inactive = no such curve, though single readings can be large; an effect the other way counts as inactive or inconclusive.

SMILES	KB-V1 cytotox	WRN helicase inh	SW480 rerep	HT1080NT lethal	KB-3-1 tox	IL1B secr inh	HT1080 IDH1KD tx	MCF10A rereplic	ATXN2 expr inh
O=C(c1ccc(Cl)c(S(=O)(=O)N2CCc3ccccc3C2)c1)N1CCN(c2ccccc2)CC1	-5.4%	1.3%	17.0%	-13.3%	-8.5%	-10.7	-15.2%	9.2%	-28.5%
Cc1ccc(NC(=O)Nn2cnnc2)cc1Cl	-8.6%	4.4%	-5.0%	13.4%	-3.7%	-12.7	7.7%	0.7%	-7.4%
Cc1ccc(OCC(=O)Nc2ccc(Cl)cc2)c(-n2nc3ccccc3n2)c1	-1.4%	-2.9%	-1.0%	?	-11.1%	-5.8	-14.4%	-11.2%	35.5µM*
CCn1c(SCc2nc3ccccc3s2)nnc1-c1cccs1	?	-4.3%	-0.6%	-4.8%[9.24 µM]	-2.3%	-10.2	-4.4%	13.1%	78.0%[activator]
O=C(Nc1ncc(Cc2ccccc2Cl)s1)C1CCCO1 (centres undefined)	?	-8.4%	3.0%	?	4.9%	-13.0	?	1.2%	129.2%[activator]
CC(OC(=O)c1ccc(Cl)c(S(N)(=O)=O)c1)C(=O)NCc1ccc2c(c1)OCO2 (centres undefined)	?	-4.5%	-37.0%	-6.2%	8.3%	9.0	-4.1%	-25.4%	-8.1%
Cc1ccc(SCc2cc(=O)[nH]c(Nc3nc(C)c4cccc(C)c4n3)n2)cc1	20.6µM*	-6.4%	-0.8%	-7.8%	-17.0%	5.9	-1.1%	-6.0%	-8.6%
O=C(CNC(=O)c1ccccc1)OCC(=O)N1N=C(c2ccc(Cl)cc2)CC1c1ccco1 (centres undefined)	3.4%	-2.3%	-1.5%	-2.4%	-3.7%	-9.1	-0.4%	-0.2%	-4.8%
COc1ccc(CCNC(=O)COc2coc(CN3c4ccccc4CC3C)cc2=O)cc1OC (centres undefined)	?	-3.2%	3.5%	0.4%	-2.4%	-11.0	0.5%	11.1%	-10.9%
CC(C)Oc1ccc(S(=O)(=O)N2CCOCC2)cc1NC(=O)c1ccc(N2CCCC2=O)cc1	-1.6%	8.8%	1.8%	-8.1%	0.5%	-17.9	-4.6%	2.1%	-20.4%
CS(=O)(=O)c1ccc(Cl)c(NC(=O)CSC(=S)N2CCCC2)c1	-11.9%	-7.4%	-1.6%	2.4%	-19.4%	-1.9	0.7%	-1.6%	-8.2%
CN(CCCC(=O)Nc1nccs1)S(=O)(=O)c1ccc(Cl)cc1	-6.4%	-5.0%	-12.1%	7.1%	0.8%	19.0	-3.6%	0.0%	-11.7%
CC(C)(C)C(=O)CC1(O)C(=O)N(Cc2ccccc2)c2ccccc21 (centres undefined)	?	2.7%	-3.9%	0.6%	4.3%	-7.1	-0.7%	-8.5%	-14.0%
O=C(C(=O)N1CCC(Cc2ccccc2)CC1)c1ccccc1	?	-7.9%&-3.7%	.	1.1%&8.2%	-5.6%&-27.6%	11.2&-4.9	4.0%&12.5%	.	.
CC(/C=C/c1ccco1)=N\NC(=O)CNc1ccc2ccccc2c1	-3.6%	-8.1%	4.8%	-10.0%	-6.8%	-7.1	-3.1%	7.2%	.
CCc1ccc(C(=O)NNC(=O)c2cc(S(=O)(=O)N(C)C)ccc2N2CCCC2)cc1	-1.9%	-19.3%	-1.0%	10.5%	0.2%	-7.0	6.8%	1.6%	-2.1%
NC(=O)c1ncn([C@@H]2O[C@H](CNCc3ccc(-c4cc(C(F)(F)F)ccc4Cl)o3)[C@@H](O)[C@H]2O)n1	-6.6%	2.9%	1.3%	1.3%	0.0%	-11.9	-3.3%	-5.6%	-6.8%
S=c1[nH]nc(-c2c[nH]c3ccccc23)o1	0.2%	-9.9%	4.7%	15.3%	0.9%	26.3	5.7%	2.1%	-3.5%
CCCCc1ccc(NC(=O)Cn2c(=O)c(N3CCCCC3)c(N)n(C)c2=O)cc1	-4.2%	-10.0%	-10.7%	0.0%	0.4%	-12.7	-1.7%	0.3%	-22.0%
O=C(NCC(F)(F)F)c1[nH]c(C(F)(F)F)nc1-c1ccccc1	4.8%	-0.2%	.	13.3%	0.0%	-7.9	7.1%	.	-3.4%
CC(=O)N(c1ccc(C)cc1)c1nc(C)cc(C)c1C#N	0.5%	13.2%	0.1%	-5.0%	-1.5%	6.7	-1.4%	8.7%	6.3%
COc1ccc(-n2c(NN)nc3sc4c(c3c2=O)CCCC4)cc1	16.3%	-14.2%	?	?	?	-14.6	?	6.8%	-3.8%
CC1=CC(C)(C)N(C(=O)CSc2nnc(-c3ccc(C)cc3)o2)c2ccc(C)cc21	8.2µM*	-18.4%	16.4%	-1.7%	?	5.3	-7.3%	?	0.2%
CC(=O)Nc1cccc(C(=O)NC(C)c2ccc(S(N)(=O)=O)cc2)c1 (centres undefined)	23.7%	-0.7%	-9.8%	5.2%	22.3%	0.0	7.0%	8.9%	5.2%
Cc1cccc2c(C(=O)N3CCCCC3)cc(-c3ccccc3)nc12	?	-8.9%	?	1.2%	-4.7%	-14.4	-4.1%	?	-11.7%

Just ATXN2 expr inh and SW480 rerep (4 entries from above):
| SMILES | ATXN2 expr inh | SW480 rerep |
| --- | --- | --- |
| Cc1ccc(OCC(=O)Nc2ccc(Cl)cc2)c(-n2nc3ccccc3n2)c1 | 35.5µM* | -1.0% |
| CCn1c(SCc2nc3ccccc3s2)nnc1-c1cccs1 | 78.0%[activator] | -0.6% |
| O=C(Nc1ncc(Cc2ccccc2Cl)s1)C1CCCO1 (centres undefined) | 129.2%[activator] | 3.0% |
| CC(OC(=O)c1ccc(Cl)c(S(N)(=O)=O)c1)C(=O)NCc1ccc2c(c1)OCO2 (centres undefined) | -8.1% | -37.0% |

(further entries)
SMILES	KB-V1 cytotox	WRN helicase inh	SW480 rerep	HT1080NT lethal	KB-3-1 tox	IL1B secr inh	HT1080 IDH1KD tx	MCF10A rereplic	ATXN2 expr inh
Cc1cc(O)c(C(C)C)cc1NC(=O)Cn1nc(C)c2ccccc2c1=O	-38.2%	-10.0%	-3.3%	-21.7%	1.6%	13.9	-4.9%	15.7%	-4.8%
Cc1ccc(NC(=O)NC(=O)N(C(C)C)S(C)(=O)=O)nc1	0.6%	3.1%	-4.1%	3.2%	13.0%	3.9	5.7%	-0.6%	8.8%
C=CCn1c(Cc2c[nH]c3ccccc23)nnc1SCC(=O)NCc1ccccc1	1.5%	-3.7%	-10.5%	-1.0%	0.5%	1.2	-5.7%	1.5%	.
O=S1(=O)CC(N2CCCC2)CN1Cc1ccccc1 (centres undefined)	-7.5%	0.1%	.	6.2%	0.0%	-11.3	4.5%	.	-0.8%
CCn1c(/C=N/Nc2ccc(C(=O)O)cc2)nc2ccccc21	-11.4%	?	.	5.5%	0.0%	-4.4	13.4%	-1.5%	14.6%
COc1ccccc1CN(Cc1nc2ccccc2c(=O)[nH]1)C(=O)Nc1ccccc1	?	-8.5%	-5.6%[9.22 µM]	-11.0%	-0.4%	-6.2	5.8%	4.5%	4.0%
Nc1nc(CN2CCN(Cc3ccccc3)CC2)nc(Nc2ccccc2)n1	20.6µM*	-15.5%	4.4%	?	?	13.1	?	1.8%	-7.6%
O=C(NCC1CCCO1)c1cc(-c2ccccc2F)no1 (centres undefined)	-23.1%	-0.5%	-10.5%	-1.1%	-5.8%	30.8	-1.9%	-14.1%	.
O=C1NC(=O)C(Cc2cccc(Oc3ccccc3)c2)S1 (centres undefined)	0.5%	-5.7%	-4.1%	-6.9%	0.9%	24.9	-15.4%	7.7%	13.4%
CCN1CCN(C(c2cccs2)C(C)NC(=S)NC2CCCCC2)CC1 (centres undefined)	-9.8%	-2.3%	?	4.6%	-13.8%	-4.4	-2.4%	2.0%	2.8%
Cc1ccc(C(=O)CSc2nnc(-c3cccs3)n2C)o1	4.5%	0.1%	1.1%	12.7%	5.4%	-0.2	13.9%	-2.3%	15.2%
COc1ccc(C(=O)N(C)[C@H]2C[C@H]3c4[nH]c5ccccc5c4CCN3C(=O)[C@H]2CO)cc1	-11.9%	5.7%	.	-3.3%	-0.2%	-0.1	0.2%	.	5.4%
O=C(NCCCn1ccnc1)c1cc(-c2cccnc2)nc2ccc(Br)cc12	2.1%	-29.4%	-4.0%	-3.1%	21.7%	-11.3	0.0%	-1.2%	-1.0%
O=C(NC(=S)NC1CCCCC1)c1ccccc1[N+](=O)[O-]	?	-5.5%	-6.8%	15.0%	0.0%	64.7	-0.3%	2.9%	7.5%
COc1cccc(NC(=O)C2(C)CCN2C(C)C)c1OC (centres undefined)	-16.8%	0.6%[57.1 µM]	.	7.6%	14.2%	0.0	20.1%	.	7.2%
COc1cc(CC(=O)Nc2ccc(S(=O)(=O)N(C)C)cc2)cc(OC)c1OC	-2.2%	-7.4%	-13.6%	3.0%	5.2%	24.0	2.8%	-8.5%	4.1%
COc1ccccc1NC(=O)CCN1C(=O)c2ccccc2S1(=O)=O	?	1.2%	-15.0%	12.6%	12.4%	-0.1	13.0%	-1.1%	-0.5%
COc1cc(-c2nnc(COC(=O)c3cc(C)no3)o2)cc(OC)c1OC	-11.3%	-7.5%	-1.3%	0.4%	?	-6.2	-1.4%	-5.2%	3.6%

Bioassay records from PubChem.

Compounds as they come; any-hit rate near 12%.
